TAAR1 agonist – agonists of human TAAR1 | CHO RD-HGA16 TAAR1, Fluo-8 calcium fluorescence; vehicle wells 0%, saturating PEA agonist 100% | 0.99% of 360,000 active | Q96RJ0 | AID 624467 | activation, % at 3 µM;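 active = activation above the mean activation of all test compounds in the run plus 3 SD, cut at about 38% in these data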
Target sequence (Q96RJ0 whole entry, looked up): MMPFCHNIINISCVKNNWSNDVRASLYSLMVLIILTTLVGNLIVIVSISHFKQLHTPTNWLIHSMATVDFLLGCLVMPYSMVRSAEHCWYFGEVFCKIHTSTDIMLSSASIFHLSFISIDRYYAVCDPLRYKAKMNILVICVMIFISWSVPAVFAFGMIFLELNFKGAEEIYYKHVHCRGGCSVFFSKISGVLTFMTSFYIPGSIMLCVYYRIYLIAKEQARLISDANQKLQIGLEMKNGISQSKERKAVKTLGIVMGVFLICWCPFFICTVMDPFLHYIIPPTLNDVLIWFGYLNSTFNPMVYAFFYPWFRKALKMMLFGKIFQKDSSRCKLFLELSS
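Benchmarks: low control DMSO, high control PEA (EC100); System: CHO RD-HGA16 cells carrying human TAAR1 plus Gα16; Detection: Fluo-8 fluorescence, 5 s baseline then 140 s kinetic read; Schedule: 17-24 h plating, Fluo-8 75 min 37 °C, 30 min RT; Read-out basis: % activation from peak over basal fluorescence ratio, DMSO-to-PEA scaled.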
TAAR1 antagonist – antagonists of human TAAR1; Q96RJ0; AID 624466; 1.5% of 360,000 active; CHO RD-HGA16 TAAR1, Fluo-8 calcium fluorescence, antagonist; inhibition, % at 3 µM;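 active = inhibition above a per-plate cutoff, the mean inhibition of test compounds on that plate plus 3 SD, cut at about 49% in these data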;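 also: 0% = DMSO plus EC80 beta-PEA response and 100% = DMSO alone without agonist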
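Test system – hTAAR1-expressing CHO RD-HGA16 cells, Gα16-coupled · Reagent – β-PEA at EC80 concentration, post-compound challenge · Compound dosing – 3 µM, single point · Timing – 140 s kinetic read after compound, 140 s after agonist · Detection – Fluo-8 intracellular calcium dye fluorescence, real-time kinetic reads · Control set – DMSO and EC80 PEA controls · Repeats – n of 1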
Starred values were filed as active, the others as inactive; & = joins results of further samples.

Values run as follows: TAAR1 agonist | TAAR1 antagonist
> O=C(Cc1cccnc1)N[C@@H]1CC[C@H](CCn2cc(Cc3ccccc3)nn2)O[C@@H]1CO
→ 1 | 0
> Nc1[nH]c(C(=O)c2ccccc2)c(-c2cccc3ccccc23)c1C(=O)NC1CCCCC1
→ -1 | -25
> Nc1[nH]c(C(=O)c2ccc(Br)cc2)c(-c2ccccn2)c1C(=O)NCCc1c[nH]c2ccccc12
→ 17 | 40
> Cc1ccc(C2NC(=O)c3n[nH]c(C(C)C)c32)cc1 (configuration not stated)
→ 1 | -36
> CCCCCCCCN1C(=O)[C@H](CC(=O)NCc2cccs2)C[C@@]2(C(=O)OC)CC(C)(C)CC=C12
→ -1 | -20
> CC(C)(C)C(C(=O)NCc1ccccc1)N1CCN(CCN2CCOCC2)CC1 (configuration not stated)
→ 1 | -8
> CCCCS(=O)(=O)N1CCCc2nc(CC)c(CC)cc21
→ -2 | 4
> COC(=O)[C@@]12C[C@@H](CC(=O)NCc3cccc(C(F)(F)F)c3)C(=O)N(CCc3ccc(OC)c(OC)c3)C1=CCC(C)(C)C2
→ 8 | 58*
> COC(=O)C1=C(C)N(Cc2cccc(C(F)(F)F)c2)C(=NCc2ccc3c(c2)OCO3)NC1c1cccc(C(F)(F)F)c1 (configuration not stated)
→ 40* | 34
> O=C1CSC(c2cccs2)N1c1nncs1 (configuration not stated)
→ -1 | -6
> Cc1ccccc1CN1C(=O)CSCC1(C)C(=O)Nc1c(C)cccc1C (configuration not stated)
→ 2 | 0
> CC(C)CN1CCC(CN2C(=S)NC[C@@H]2Cc2ccccc2)CC1
→ 1 | -18
> COC(=O)[C@@]12C[C@@H](CC(=O)NCC34CC5CC(CC(C5)C3)C4)C(=O)N(Cc3ccccc3)C1=CCC(C)(C)C2
→ -2 | -33
> Cc1ccccc1S(=O)(=O)N(C)C[C@H]1OCc2cnnn2CCCC(=O)N([C@H](C)CO)C[C@@H]1C
→ 1 | -7
> COC(=O)[C@]12C[C@H](CC(=O)N3CCCCC3)C(=O)N(Cc3ccccc3)C1=C[C@H](C(C)(C)C)O[C@@H]2C
→ -1 | -11
> N#Cc1ccc(S(=O)(=O)N2CCCc3nc(-c4ccc(F)cc4)ccc32)cc1
→ 2 | 4
> COC(=O)[C@@]12C[C@@H](CC(=O)N3CCC(c4ccccc4)CC3)C(=O)N(CCc3ccc(OC)c(OC)c3)C1=CCC(C)(C)C2
→ 0 | -2
> C[C@@H]1CN(S(=O)(=O)C(C)(C)C)[C@H](CCO)/C1=C\CCO
→ 3 | -15
> CCc1c(-c2ccccc2Br)ncn1CCc1ccccc1OC
→ 44* | 53*
> CC1CCN(CCNC(=O)c2ccc3c(=O)n(CCc4ccccc4)c(=O)[nH]c3c2)CC1
→ 0 | -16
> CCOC(=O)C1CSCCS(=O)(=O)N1Cc1cccc(Cl)c1 (configuration not stated)
→ -1 | 1
> COC(=O)C1=C(C)N(C)C(=NCc2ccccc2)NC1c1cccc(Cl)c1 (configuration not stated)
→ 6 | 33
> COc1ccc(C(=O)NCCNc2nc3cc(C)cc(C)c3cc2C#N)nc1
→ 0 | -23
> CC(C)(C)N1C(=O)c2ccccc2NC(=O)C1C(=O)Nc1ccc(N2CCOCC2)cc1 (configuration not stated)
→ 7 | -13
> S=C1NC[C@H](Cc2ccccc2)N1CC1CCN(CCCC2CCCCC2)CC1
→ 2 | 5
> O=C(C(=O)N1CCC(CNC(=O)C2COc3ccccc3O2)CC1)c1cc2ccccc2o1 (configuration not stated)
→ 0 | -17
> CC(C)CCN1C(=O)CSCC1(C)C(=O)NCc1ccccc1 (configuration not stated)
→ -1 | -5
> COc1ccc(C2CC(=O)C(c3ccc(F)cc3)=CN2Cc2ccccc2)cc1 (configuration not stated)
→ -1 | 41
> CCCCCCCCN1C(=O)[C@H](CC(=O)N2CCN(C(=O)C3CC3)CC2)C[C@@]2(C(=O)OC)CC(C)(C)CC=C12
→ -2 | -8
> O=C(NCc1ccccc1)C(c1ccc(C(F)(F)F)cc1)N1CCN(CCN2CCOCC2)CC1 (configuration not stated)
→ 1 | -24
> C[C@H]1CN([C@@H](C)CO)C(=O)CCCn2cc(nn2)CO[C@@H]1CN(C)C(=O)c1ccc2ccn(C)c2c1
→ 0 | 11
> NC(=O)C12NC(Cc3ccccc31)c1ccccc12 (configuration not stated)
→ 2 | -16
> COC(=O)[C@]12C[C@H](CC(=O)NCCC(C)C)C(=O)N(CCC3=CCCCC3)C1=C[C@H](COCc1ccccc1)O[C@@H]2C
→ 0 | -16
> CCc1c(-c2ccc(Br)cc2)ncn1Cc1cccc(-c2ccccc2)c1
→ 1 | 7
> CC(C)NC(=O)C1C(c2ccccc2)=Nc2ccccc2N1C(=O)c1ccc(C(F)(F)F)cc1 (configuration not stated)
→ 4 | -4
> Cc1cccc(C)c1NC(=O)C1(C)CN(S(C)(=O)=O)CC(=O)N1CCCN1CCOCC1 (configuration not stated)
→ 2 | -6
> C[C@H](CO)N1C[C@H](C)[C@H](CN(C)C(=O)Nc2ccc(N3CCCCC3)cc2)OCc2cnnn2CCCC1=O
→ 5 | -10
> Cc1ccc(S(=O)(=O)Nc2ccc(Cl)cc2O)cc1
→ 14 | -20
> COC(=O)C1(C(=O)OC)C[C@H](c2ccc(OC)cc2)N(Cc2ccccc2OC)[C@@H]1c1cccs1
→ 1&2 | -4&-23
> COC(=O)[C@]12C[C@H](CC(=O)N3CCCC3)C(=O)N(CCC3=CCCCC3)C1=C[C@H](COCc1ccccc1)O[C@@H]2C
→ -2 | -23
> COc1ccc(CN2C(=O)CN(S(C)(=O)=O)CC2(C)C(=O)NCc2ccccc2)cc1OC (configuration not stated)
→ 2 | 4
> CC(C)(C)n1nc(C2CC2)c(Br)c1NC(=O)c1ccccc1Cl
→ 4 | -22
> COc1ccc(C2CC(=O)C(c3ccc(C(F)(F)F)cc3)=CN2Cc2ccccc2)cc1 (configuration not stated)
→ 2 | -37
> CCC(C)CN1C(=O)CN(S(C)(=O)=O)CC1(C)C(=O)Nc1c(C)cccc1C (configuration not stated)
→ 0 | 6
> CC(C)NC(=O)C1(C)CN(S(C)(=O)=O)CC(=O)N1Cc1cccs1 (configuration not stated)
→ 2 | -28
> COc1ccccc1CCn1cnc(-c2cccc(Br)c2)c1CC(C)C
→ 22 | 30
> C[C@H]1COc2cc(NCCO)ccc2S(=O)(=O)N1
→ 1 | -12
> COc1ccccc1-c1ncn(Cc2cccc(-c3ccccc3)c2)c1-c1ccco1
→ 1 | 11
> COC(=O)C1=CN(c2ccc(C)cc2)C(N)=C(C#N)C1c1ccc(OC)cc1 (configuration not stated)
→ 1 | 25
> O=C(N[C@H](C(=O)N1CCC[C@H]1C(=O)NC1CCCC1)C1CCCCC1)c1ccco1
→ 1 | -17

(next part)
Values run as follows: TAAR1 agonist | TAAR1 antagonist
> Cc1cc2c(cc1C)-c1nnnn1C(N1CCCCC1)C(=O)N2 (configuration not stated)
→ 0 | -21
> C=CCN1C[C@@H](COCc2ccccc2)OCCS1(=O)=O
→ 1 | -14
> COc1ccc(-c2ccccc2C2Cc3nnccc3CN2)cc1 (configuration not stated)
→ 4 | 0
> COc1cccc(-c2ccc3c(c2)[C@@H]2C[C@H]4[C@@H](CN2CC3)[C@H](C)ON4C)c1
→ 0 | 0
> Cc1ccc(S(=O)(=O)N2[C@@H](Cc3ccccc3)CO[C@H]2CC(=O)c2cccc3ccccc23)cc1
→ 0 | -1
> O=C(C[C@H]1C=C[C@@H](NS(=O)(=O)c2ccccc2)[C@@H](CO)O1)NCc1ccc(Cl)c(Cl)c1
→ 1 | 8
> COc1ccc(-c2cc(NC(=O)Cc3c(C)[nH]c4ccccc34)ccc2Nc2cccnc2)cc1OC
→ 2 | 23
> CCCCNc1ccc2c(c1)OC[C@@H](CC(C)C)NS2(=O)=O
→ -1 | -23
> COc1ccc(NC(=O)C(c2cc3ccccc3o2)n2c(=O)c(-c3cc4ccccc4[nH]3)nc3ccccc32)cc1 (configuration not stated)
→ 0 | -13
> COc1ccc(CNS(=O)(=O)c2cc(Br)ccc2Br)cc1
→ 3 | -3

Of the compounds above, 4 have a thiophene ring, fused or not.
Values run as follows: TAAR1 agonist | TAAR1 antagonist
> CCCCCCCCN1C(=O)[C@H](CC(=O)NCc2cccs2)C[C@@]2(C(=O)OC)CC(C)(C)CC=C12
→ -1 | -20
> O=C1CSC(c2cccs2)N1c1nncs1 (configuration not stated)
→ -1 | -6
> COC(=O)C1(C(=O)OC)C[C@H](c2ccc(OC)cc2)N(Cc2ccccc2OC)[C@@H]1c1cccs1
→ 1&2 | -4&-23
> CC(C)NC(=O)C1(C)CN(S(C)(=O)=O)CC(=O)N1Cc1cccs1 (configuration not stated)
→ 2 | -28

Remaining list, next part
Values run as follows: TAAR1 agonist | TAAR1 antagonist
> O=C1c2ccccc2/C(=C\c2ccc(Br)nc2)N1c1ccccc1
→ 2 | 3
> COC(=O)[C@@]12C[C@@H](CC(=O)NCc3ccccc3)C(=O)N(CCc3ccc(OC)c(OC)c3)C1=CCC(C)(C)C2
→ 14 | 22
> COc1ccc2c(c1)[C@@]1(OCCC=C[C@H]1C)C(=O)N2CC1CC1
→ 4 | -6
> COC(=O)c1c(-c2ccc(OC)cc2)c2c(c3c4cc(F)ccc4n(S(=O)(=O)c4ccc(C)cc4)c13)C(=O)N(C)C2
→ -1 | -13
> COC(=O)[C@]12C[C@H](CC(=O)NCc3cccc4ccccc34)C(=O)N(Cc3ccc4c(c3)OCO4)C1=C[C@H](C(C)(C)C)O[C@@H]2C
→ 1 | -21
> Cc1cc2c(cc1C)-n1nnnc1C(N1CCCNCC1)C(=O)N2 (configuration not stated)
→ 2 | 1
> COC(=O)C1=CN(c2ccc(OC)cc2OC)C(N)=C(C#N)C1c1cccc([N+](=O)[O-])c1 (configuration not stated)
→ 17 | -11
> CCCCCCCCN1C(=O)[C@@H](CC(=O)NCc2ccc(OC)c(OC)c2)C[C@@]2(C(=O)OC)C1=C[C@H](C(C)(C)C)O[C@@H]2C
→ -2 | -39
> C[C@@H]1CN([C@H](C)CO)C(=O)CCCn2nncc2CO[C@H]1CN(C)C(=O)Nc1ccc2c(c1)OCCO2
→ 0 | -16
> COC(=O)C[C@@H]1CC[C@H](NC(=O)Nc2ccc(F)cc2)[C@@H](CO)O1
→ 1 | 6
> COc1ccc(-c2cscc2N)cc1
→ 0 | -12
> COC(=O)[C@@]12C[C@@H](CC(=O)NCc3cccc(C(F)(F)F)c3)C(=O)N(Cc3ccccc3)C1=CCC(C)(C)C2
→ 1 | -45
> COC(=O)C[C@H]1C=C[C@@H](NC(=O)C2CC2)[C@@H](CO)O1
→ 2 | -17
> COC(=O)[C@]12CCCCC=C1N(Cc1ccc3c(c1)OCO3)C(=O)[C@H](CC(=O)NCC13CC4CC(CC(C4)C1)C3)C2
→ 4 | 12
> COC(=O)[C@]12C[C@H](CC(=O)NCC3CCCCC3)C(=O)N(Cc3ccccc3)C1=C[C@H](C(C)C)O[C@@H]2C1CC1
→ -3 | -47
> COC(=O)C1=C(C)N(Cc2ccccc2C(F)(F)F)C(=NCc2ccccc2)NC1CCc1ccccc1 (configuration not stated)
→ 12 | 4
> COC(=O)c1cc2c(c3c4cc(C)ccc4n(S(=O)(=O)c4cccc(C)c4)c13)C(=O)N(Cc1ccc(N(C)C)cc1)C2
→ -2 | -13
> CN1NC(=O)c2ccccc2NC1=S
→ 0 | 12
> C[C@H]1CN([C@@H](C)CO)C(=O)CCCn2cc(nn2)CO[C@@H]1CN(C)S(=O)(=O)c1cn(C)cn1
→ 0 | -9
> CC(=O)N1C[C@H]2CON(C)[C@H]2C[C@H]1c1ccccc1-c1ccccc1
→ 1 | -20
> COC(=O)C[C@@H]1CC[C@H](NS(=O)(=O)c2cccc(F)c2)[C@@H](CO)O1
→ 4 | -16
> CCCCNC(=O)c1nc(C2CCN(S(=O)(=O)c3ccc(S(C)(=O)=O)cc3)CC2)oc1-c1ccccc1
→ 1 | -17
> COC(=O)C1=C(C)N(Cc2ccc(C(F)(F)F)cc2)C(=NCc2cc(OC)c(OC)c(OC)c2)NC1c1cccc(Cl)c1 (configuration not stated)
→ 22 | 14
> COCC(=O)N1C[C@@H](C)[C@@H](OC)CN(C)C(=O)c2ccc(NC(=O)c3cnccn3)cc2OC[C@H]1C
→ 3 | -10
> CCCCCCCCN
→ 4 | -2
> O=C(Nc1cccc2ccccc12)OC[C@@H]1CSCCS(=O)(=O)N1
→ 5 | -14
> CC(C)NC(=O)C1(C)CSCC(=O)N1Cc1cccc(F)c1 (configuration not stated)
→ 3 | 0
> COCCNS(=O)(=O)c1cc(OC)c(Cl)cc1Cl
→ 4 | 14
> CC(C)OC1=CC(=O)OC(c2cccc(Cl)c2)C1 (configuration not stated)
→ -1 | -4
> O=C(N[C@H](C(=O)N1CCC[C@H]1C(=O)NC1CCCC1)c1ccccc1)c1ccccc1
→ 1 | -1
> Cc1cccc(C)c1NC(=O)C(c1cccc2ccccc12)n1c(=O)c(-c2cc3ccccc3[nH]2)nc2ccccc21 (configuration not stated)
→ -1 | 0
> COc1cc2c(c3c1c(=O)c1cccc(F)c1n3C)C=CC(C)(C)O2
→ 3 | 1
> O=C(NCc1ccccc1)[C@@H]1CCCN1C(=O)[C@H]1CCCN1C(=O)c1ccc(F)cc1
→ 0 | -26
> Cc1cccc(C)c1NC(=O)C1(C)CN(S(C)(=O)=O)CC(=O)N1CCc1c[nH]c2ccccc12 (configuration not stated)
→ 3 | 3

High-throughput results (PubChem BioAssay)

This is a subset; rates above refer to the full screens.
